CaV13 ICDI inh – Primary screen for inhibitors of IQ motif and Ca2+-dependent inactivation inhibitor domain binding in CACNA1D, Förster resonance energy transfer in living cells, …; HEK cells, CFP/YFP FRET ICDI-IQ, plate reader, 10 min; percent FRET-ratio fall versus neutral wells; inhibition, % at 12.3 µM; 340,000 compounds, 0.098% hits; AID 743397;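 active = mean replicate inhibition of at least 30% and at least 1% of replicates passing that level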;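 note: 0% = median of the neutral control wells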
Exocytosis inh – LAMP-1 surface exposure blockers, TALL-104 cells – cell-based, flow cytometry, MLPCN library, primary screen. TALL-104 LAMP-1 surface exposure; cells stimulated with thapsigargin and PMA. 360,000 compounds, 0.66% hits. inhibition, % at 10 µM. AID 651702, 2012;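 active = inhibition above about 55%, limit read from the data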
Vif inh – HIV Vif self-association inhibitors, primary screen, imaging, HEK293T, single point; HEK293T cells, Vif self-association by quenched fluorescence, 24 h; inhibition, % at 7.49 µM; 340,000 compounds, 0.35% hits; in the data active = inhibition above about 50%, passing the limit was not always enough; note: some results filed as inactive read as strong as hits
PDI inh – inhibitors of human PDI, primary screen, biochemical, turbidity, single point, plate reader; 350,000 compounds, 0.052% hits; AID 588391, 2011; inhibition, % at 10 µM; PDI insulin aggregation turbidity, A650, 90 min;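 active = mean inhibition across replicates of 30% or more, whatever share of single replicates reach that level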;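 note: absorbance from insulin aggregation driven by PDI reduction with DTT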
N-glyco inh – increase of ERlucT glycosylation luciferase signal, primary screen, N-linked glycosylation inhibitor project, D54 ERlucT cells, luminescence, set 2. D54 ERlucT glycosylation luciferase reporter, 24 h; percent of 100 nM tunicamycin response. reporter increase, % at 12.5 µM. 360,000 compounds, 0.23% hits;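 active = mean luciferase reporter signal, scaled so untreated is 0 and the glycosylation-blocking control 100, at or above a set limit in every replicate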;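 note: luciferase carries N-glycosylation sites so blocking glycosylation raises the light; 0% = median of neutral control wells and 100% = median of 100 nM tunicamycin wells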
m5-HT2A agonist – mouse Htr2a agonists via beta-arrestin recruitment, primary screen, cell-based, luminescence; 5-hydroxytryptamine receptor 2A (Mus musculus), P35363; CHO-K1 mHTR2A beta-arrestin complementation; percent of 30 µM serotonin response; activation, % at 7.6 µM; 360,000 compounds, 0.66% hits;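 active = activation above a run cutoff, the mean activation of all tested compounds plus 3 SD, cut at about 14% in these data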;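 note: 0% = plate median of compound wells and 100% = 30 µM serotonin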
H9c2 protect – cardioprotection against H2O2-induced cell death, primary screen, uHTS, H9c2 cells, ATPLite luminescence | H9c2 cardiomyocytes, H2O2 injury protection, 2 h | protection from H2O2 cell death, % at 20 µM | 360,000 compounds, 0.63% hits;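 active = compounds giving at least 50% protection of heart cells from peroxide-induced death in the single-dose screen, raw or plate-pattern-corrected value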;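 note: 0% = DMSO wells with peroxide and 100% = DMSO wells without peroxide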
ABCB6 inh MLPCN – ABCB6 transporter inhibitors, primary screen, K562-ABCB6 cells, flow cytometry, MLPCN library; ATP-binding cassette sub-family B member 6 (Homo sapiens), Q9NP58; K562-ABCB6 porphyrin accumulation, 1 h; active compounds read low; fluorescence ratio to DMSO, % at 10 µM; 360,000 compounds, 0.19% hits;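 active = fluorescence ratio to DMSO below 75%, the collection mean minus 3 SD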;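 note: signal is porphyrin accumulated inside mitochondria; 100% equals median channel fluorescence of DMSO control wells; lower ratio means ABCB6 inhibition with less porphyrin fluorescence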
Target sequence (Q9NP58 whole entry, looked up): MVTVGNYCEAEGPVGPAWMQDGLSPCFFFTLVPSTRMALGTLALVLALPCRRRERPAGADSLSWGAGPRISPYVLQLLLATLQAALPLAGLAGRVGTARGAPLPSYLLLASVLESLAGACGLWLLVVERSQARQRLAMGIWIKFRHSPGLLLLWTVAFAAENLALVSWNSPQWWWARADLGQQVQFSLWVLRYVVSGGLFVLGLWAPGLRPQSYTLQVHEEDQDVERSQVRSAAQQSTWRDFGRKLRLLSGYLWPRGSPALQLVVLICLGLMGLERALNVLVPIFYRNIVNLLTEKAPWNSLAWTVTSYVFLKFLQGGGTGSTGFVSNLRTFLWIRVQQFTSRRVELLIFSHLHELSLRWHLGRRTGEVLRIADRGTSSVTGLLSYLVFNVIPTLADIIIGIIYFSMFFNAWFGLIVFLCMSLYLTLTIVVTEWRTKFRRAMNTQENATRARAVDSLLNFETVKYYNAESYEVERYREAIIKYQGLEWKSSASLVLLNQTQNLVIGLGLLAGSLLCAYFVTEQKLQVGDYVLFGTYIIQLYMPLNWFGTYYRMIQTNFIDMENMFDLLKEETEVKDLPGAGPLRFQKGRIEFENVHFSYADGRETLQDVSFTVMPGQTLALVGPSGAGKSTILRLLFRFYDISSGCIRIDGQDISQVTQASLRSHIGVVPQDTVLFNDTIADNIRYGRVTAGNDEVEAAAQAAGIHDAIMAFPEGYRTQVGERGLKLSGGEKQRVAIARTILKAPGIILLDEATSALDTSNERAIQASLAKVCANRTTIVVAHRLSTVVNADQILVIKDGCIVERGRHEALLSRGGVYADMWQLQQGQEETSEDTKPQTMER
hiPSC survival – enhancers of single-cell hiPSC survival, primary screen, ATPlite luminescence | AID 602274, 2012 | 100% = ROCK inhibitor wells, 0% = DMSO | survival enhancement, % at 20 µM | 360,000 compounds, 0.044% hits; in the data active = survival enhancement above about 18%;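 note: cells exposed to compounds for 16 hours before the ATP read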
aDG glyco act – activators of alpha-DG glycosylation, primary screen, uHTS, Pro5-aDG cells, AlphaScreen; alpha-DG glycosylation AlphaScreen (IIH6); 0% Pro5, 100% B10-LARGE cell signal; activation, % at 10 µM; 360,000 compounds, 0.22% hits;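 active = activation of at least 8% versus controls, or a plate z-score of at least 8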;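 note: Pro5 are CHO cells carrying HIG-tagged alpha-DG that lacks glycosylation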
Numbers without * were called inactive; · = no result given.

SMILES	CaV13 ICDI inh	Exocytosis inh	Vif inh	PDI inh	N-glyco inh	m5-HT2A agonist	H9c2 protect	ABCB6 inh MLPCN	hiPSC survival	aDG glyco act
Cc1cc(=O)[nH]c(SCC(=O)Nc2cccc(C(F)(F)F)c2)n1	-4	-2	·	3	3	1	5	98	-3.1	-0.1
O=C1C=C(Nc2ccc(Cl)cc2)CC(c2ccccc2)C1 (centres undefined)	-2	2	0	-9	11	-2	1	99	4.1	0.0
Cc1cccc(NC(=O)/C(C#N)=C/c2ccc(Sc3ccccc3)o2)c1C	-10	1	2	-4	-1	-3	-6	93	-2.0	-0.5
CSc1ccc(COC(=O)CCS(=O)(=O)c2ccc(C)cc2)cc1	-7	2	-1	3	0	1	-4	96	0.4	-0.3
CCCOc1ccc(N2C(=O)CC(SC(=NCC)NCC)C2=O)cc1 (centres undefined)	-16	-2	-6	5	1	4	-5	98	1.9	0.0
CC(=O)c1ccc(OCC(=O)OCc2cc(-c3ccco3)on2)cc1	-7	21	-11	4	1	4	14	98	3.9	-0.1
CCC(c1nnc(SCC(=O)NCCc2ccc(Cl)cc2Cl)o1)N(C)C (centres undefined)	·	-1	-2	1	1	-1	-7	90	0.9	0.8
O=C(NCc1ccccc1)c1cc(C2CCCCN2C(=O)c2ccc3c(c2)CCO3)on1 (centres undefined)	-5	0	-11	-1	0	1	0	99	0.9	0.1
FC(F)(F)c1cc(-c2ccccc2)nc2nc(N3CCOCC3)sc12	0	2	-1	-4	4	-3	4	97	-2.5	0.0
CC1(C)CC(=O)C(Sc2ccccc2[N+](=O)[O-])=C(O)C1	-6	-4	0	6	1	3	8	104	-0.6	0.0
COc1ccc(N(C(=O)c2snc(C(N)=O)c2N)C(C(=O)NC2CCCCC2)c2ccc(C)o2)cc1 (centres undefined)	-4	7	9	4	-7	-5	2	96	-0.6	-0.1
COc1ccc(NC(=O)C2CC(c3ccccc3O)=NO2)cc1OC (centres undefined)	-20	-2	-8	4	-2	-5	3	102	-0.6	0.0
O=C(Nc1ccc2c(c1)oc1ccc(S(=O)(=O)N3CCCC3)cc12)C1CC1	·	0	-6	-6	-3	7	0	93	-2.3	0.1
CN(CCCNC(=O)Cn1cc2c(n1)CCCC2)C1CCCCC1	-2	-3	9	·	-1	-2	-8	96	6.3	0.5
COc1cc(C=O)ccc1OCCOc1ccccc1[N+](=O)[O-]	-16	1	4	3	1	1	-3	95	-1.2	-0.1
CC1SCC(=O)N(CC(=O)NCc2ccccc2)C1=O (centres undefined)	-7	-2	-3	9	2	-2	2	100	-3.7	-0.3
CCOC(=O)c1cnc2ccc(C)cc2c1Sc1ccccc1C(=O)OC	-3	6	-1	-6	1	-3	-6	91	-2.1	0.5
Cc1ccc(CCNC(=O)C2CCC(=O)N2C2CCCC2)cc1 (centres undefined)	-7	-2	8	0	0	1	6	104	-0.5	0.2
O=C(NC(=S)Nc1cccc([N+](=O)[O-])c1)c1ccco1	-4	8	·	-4	1	2	-6	101	-0.8	0.1
O=C1C(=O)N(c2ccccc2)c2ccccc21	-7	9	-4	1	6	-7	10	103	5.8	2.6
CC1(C)C[C@@H]2C[C@@](C)(CN2C(=O)c2cc(COc3cccc(C(F)(F)F)c3)on2)C1	-7	-22	-23	12	-6	3	-13	101	-0.4	1.3
CCO/C=C1/C(=O)N(C(C)=O)c2ccccc21	-5	-1	3	1	2	-4	1	102	2.1	-0.3
CCOC(=O)Nc1ccc(C(=O)/C=C/c2ccccc2)cc1	-5	24	-2	-1	7	-2	-3	92	-0.2	0.1
COc1ccc(NC(=O)Cc2ccc(C)cc2)c([N+](=O)[O-])c1	-5	-3	0	0	0	4	-4	96	-0.2	0.0
Nc1nc(NCCOCCO)nc(NCc2ccccc2)c1[N+](=O)[O-]	-21	7	13	-9	-4	4	9	98	0.9	0.0

Individual results from above.
`CCCOc1ccc(N2C(=O)CC(SC(=NCC)NCC)C2=O)cc1` (centres undefined) | CaV13 ICDI inh: -16
`COc1ccc(NC(=O)C2CC(c3ccccc3O)=NO2)cc1OC` (centres undefined) | ABCB6 inh MLPCN: 102
`Cc1cccc(NC(=O)/C(C#N)=C/c2ccc(Sc3ccccc3)o2)c1C` | Exocytosis inh: 1
`O=C(NCc1ccccc1)c1cc(C2CCCCN2C(=O)c2ccc3c(c2)CCO3)on1` (centres undefined) | Vif inh: -11
`CN(CCCNC(=O)Cn1cc2c(n1)CCCC2)C1CCCCC1` | ABCB6 inh MLPCN: 96
`CC1SCC(=O)N(CC(=O)NCc2ccccc2)C1=O` (centres undefined) | H9c2 protect: 2

More records follow.
SMILES	CaV13 ICDI inh	Exocytosis inh	Vif inh	PDI inh	N-glyco inh	m5-HT2A agonist	H9c2 protect	ABCB6 inh MLPCN	hiPSC survival	aDG glyco act
CN(N)C(=S)Nc1ccc(Cl)cc1	-6	7	-11	-2	2	-1	5	103	-0.3	-0.1
CN(C)c1ccc(/C=N/N2C(=O)c3ccccc3C2=O)cc1	-2	1	-3	7	0	-3	-1	101	-0.1	0.0
CCOc1nc(C)nc(NC(=O)NS(=O)(=O)c2ccccc2Cl)n1	-4	0	15	-4	6	4	0	96	-0.4	-0.1
Cc1cccc(NC(=O)Cc2ccc(F)cc2)c1	-6	0	14	-5	1	-1	-5	105	-1.4	0.2
Cc1ccccc1C(=O)NNC(=O)C(=O)N1CCCCC1	-3	2	0	-1	-1	-6	1	98	-0.6	-0.3
O=C(NCc1ccc(C(F)(F)F)cc1)c1ccc(-c2ccc(F)c(F)c2)c2ccoc12	-5	0	-11	4	-1	-6	-2	91	-1.5	0.1
O=C(c1ccc(S(=O)(=O)N2CCCC2)cc1)N1CCCC(C(F)(F)F)C1 (centres undefined)	-5	2	0	8	-1	-4	-2	100	-0.4	-0.4
O=C(COC(=O)c1ccncc1)Nc1cc(S(=O)(=O)N2CCOCC2)ccc1Cl	-6	1	2	-6	2	-1	6	104	0.3	-0.2
Cc1ccc(NC(=O)N/C=C/c2ccccc2)cc1	·	-3	·	-3	0	9	8	89	1.8	-0.2
O=C(Nc1ccc(F)cc1)c1cnccn1	-5	1	22	-7	3	-1	2	104	0.2	-0.3
O=C(O)C1CCN(C(=O)c2ccc(Cl)cc2)CC1	·	0	3	16	-1	-1	3	96	-2.9	0.1
CC(C)(C)c1csc(NNC(=O)c2ccc(Br)cc2)n1	-2	3	-8	-7	-7	2	55*	108	-0.2	-0.1
COc1ccc(NC(=S)N(CCCN2CCCC2)Cc2cccs2)cc1	-2	-3	2	-5	1	1	6	98	-0.4	-0.1
c1cn(CCCNC2CCCCCCC2)cn1	-4	-11	-2	9	-1	-1	4	95	-0.3	0.3
Cc1cn([C@H]2C[C@H](O)[C@@H](CNCc3ccc(CN(C)S(C)(=O)=O)o3)O2)c(=O)[nH]c1=O	-6	7	-10	-1	2	5	3	95	-1.4	-0.2
COc1ccc(Oc2c(Cl)cnn(-c3ccc(Cl)c(Cl)c3)c2=O)cc1	-1	18	13	2	6	-1	-25	103	-6.0	0.3
CCC(CO)(CO)N(CC(=O)Nc1ccc(OC)cc1)CC(=O)Nc1ccc(OC)cc1	-2	10	-11	-8	-3	5	1	95	-0.2	0.0
CCOC(=O)N1CCN(C(=O)c2cc(S(=O)(=O)N3CCCC3)cn2C)CC1	-5	-3	8	1	1	2	-6	95	2.8	-0.1
COc1ccc(C(=O)O)cc1S(=O)(=O)NCc1ccccn1	-3	3	-1	0	1	-1	1	92	1.0	-0.1
O=C(O)/C=C/C(=O)NNC(=O)c1cc(-c2ccccc2)n[nH]1	-4	-5	-9	-5	1	0	-16	98	-3.0	0.1
COc1ccc(-c2cc3nc(CCl)[nH]c(=O)c3s2)cc1	-2	-6	16	39*	-16	5	-15	96	-0.6	0.5
Cc1[nH]n(-c2ccccc2)c(=O)c1CCOC(=O)c1cccc(C(F)(F)F)c1	-8	-1	-10	1	-3	-3	-2	101	-1.0	-0.3
Cc1cc(C)nc(/N=C(\NC(=O)C(C)(C)C)Nc2ccccc2)n1	-18	-5	-2	-9	-2	-1	3	94	0.0	0.0
O=C(CCc1nnc(C2(c3ccc(Cl)cc3)CCC2)o1)N1CCCC1	-5	0	-2	5	1	2	-1	101	0.2	0.2
CC(=O)Nc1ccc(S(=O)(=O)Nc2ccccc2N2CCOCC2)cc1Cl	-7	7	-5	-3	1	-3	-2	92	0.2	-0.2

Compound profiles (already shown).
`CCOc1nc(C)nc(NC(=O)NS(=O)(=O)c2ccccc2Cl)n1` reads CaV13 ICDI inh = -4; Exocytosis inh = 0; Vif inh = 15; PDI inh = -4; N-glyco inh = 6; m5-HT2A agonist = 4; H9c2 protect = 0; ABCB6 inh MLPCN = 96; hiPSC survival = -0.4; aDG glyco act = -0.1
`CC(C)(C)c1csc(NNC(=O)c2ccc(Br)cc2)n1` reads CaV13 ICDI inh = -2; Exocytosis inh = 3; Vif inh = -8; PDI inh = -7; N-glyco inh = -7; m5-HT2A agonist = 2; H9c2 protect = 55*; ABCB6 inh MLPCN = 108; hiPSC survival = -0.2; aDG glyco act = -0.1

(continued)
SMILES	CaV13 ICDI inh	Exocytosis inh	Vif inh	PDI inh	N-glyco inh	m5-HT2A agonist	H9c2 protect	ABCB6 inh MLPCN	hiPSC survival	aDG glyco act
CN(C)/C=C/C(=O)c1cccc(C(F)(F)F)c1	1	2	-3	3	3	0	-2	92	0.2	-0.1
Cc1ccsc1C(=O)NNC(=O)c1cccc(S(=O)(=O)N2CCCC2)c1	-6	7	-4	-5	0	-5	5	95	0.8	-0.2
Cc1nc(Cc2ccc(OC(C)C)cc2)[nH]c(=O)c1CC(=O)O	-2	0	-6	-6	1	-8	-1	100	0.9	0.0
COc1ccc(CCNC(=O)CSc2cn(Cc3ccccc3)c3ccccc23)cc1OC	-6	-9	·	·	-4	-1	-5	97	-1.7	0.2
CC(=O)Nc1ccc(C=NNC(=O)C2CC2)cc1	-10	-5	-1	8	-1	-5	11	95	-0.6	-0.1
CC1(C(=O)N2CCCCC2)CCN1C(=O)C1(c2ccccc2)CC1 (centres undefined)	-8	2	·	-5	1	6	7	98	-2.2	-0.1
CC(C)C1Cc2[nH]c(=O)c(C(=O)O)cc2CO1 (centres undefined)	-6	0	5	7	2	5	-6	99	2.0	0.3
N#Cc1cc2c([nH]c1=S)CCCC2	-5	2	2	16	-1	4	6	94	-1.0	0.0

Filtered by structure: the compounds so far with a cyano group.
SMILES	CaV13 ICDI inh	Exocytosis inh	Vif inh	PDI inh	N-glyco inh	m5-HT2A agonist	H9c2 protect	ABCB6 inh MLPCN	hiPSC survival	aDG glyco act
Cc1cccc(NC(=O)/C(C#N)=C/c2ccc(Sc3ccccc3)o2)c1C	-10	1	2	-4	-1	-3	-6	93	-2.0	-0.5
N#Cc1cc2c([nH]c1=S)CCCC2	-5	2	2	16	-1	4	6	94	-1.0	0.0

Compound activity from PubChem BioAssay.
